Assay outcomes (PubChem BioAssay)
TcdB inh: inhibitors of Clostridioides difficile toxin B glycohydrolase. P18177. TcdB glycohydrolase enzymatic assay, plate reader. inhibition, % at 9.99 µM. 350,000 tested, 0.24% active. AID 652162; in the data active = inhibition above about 10%
CCHFV vOTU inh: CCHFV vOTU protease inhibition. 370,000 tested, 0.55% active. inhibition, % at 11.5 µM. AID 651958. Pep-AMC fluorescence; in the data active = inhibition above about 30%; also: 0% = vehicle wells with enzyme and 100% = no enzyme wells
BH1578 lux ind: inducers of Vibrio cholerae quorum light production without autoinducers. V. cholerae BH1578 lux reporter, luminescence, 6 h. activation, % at 18.7 µM. 350,000 tested, 0.16% active. AID 588436; in the data active = activation mostly above about 9.7%, no sharp cut-off; inconclusive = no clear call, values can overlap the other calls; inactive = mostly below about 3.7%; also: not every result past the cut was called active; inactives centre near 0; reference of the scale not given here
Anthrax LF inh2: anthrax lethal factor protease inhibition; P15917; inhibition, % at 10 µM; multiplex microsphere protease cleavage assay, LF; 360,000 tested, 0.12% active; AID 588501; also: plate controls were buffer without enzyme for full effect and enzyme alone for no effect
Target sequence (P15917 whole entry, looked up): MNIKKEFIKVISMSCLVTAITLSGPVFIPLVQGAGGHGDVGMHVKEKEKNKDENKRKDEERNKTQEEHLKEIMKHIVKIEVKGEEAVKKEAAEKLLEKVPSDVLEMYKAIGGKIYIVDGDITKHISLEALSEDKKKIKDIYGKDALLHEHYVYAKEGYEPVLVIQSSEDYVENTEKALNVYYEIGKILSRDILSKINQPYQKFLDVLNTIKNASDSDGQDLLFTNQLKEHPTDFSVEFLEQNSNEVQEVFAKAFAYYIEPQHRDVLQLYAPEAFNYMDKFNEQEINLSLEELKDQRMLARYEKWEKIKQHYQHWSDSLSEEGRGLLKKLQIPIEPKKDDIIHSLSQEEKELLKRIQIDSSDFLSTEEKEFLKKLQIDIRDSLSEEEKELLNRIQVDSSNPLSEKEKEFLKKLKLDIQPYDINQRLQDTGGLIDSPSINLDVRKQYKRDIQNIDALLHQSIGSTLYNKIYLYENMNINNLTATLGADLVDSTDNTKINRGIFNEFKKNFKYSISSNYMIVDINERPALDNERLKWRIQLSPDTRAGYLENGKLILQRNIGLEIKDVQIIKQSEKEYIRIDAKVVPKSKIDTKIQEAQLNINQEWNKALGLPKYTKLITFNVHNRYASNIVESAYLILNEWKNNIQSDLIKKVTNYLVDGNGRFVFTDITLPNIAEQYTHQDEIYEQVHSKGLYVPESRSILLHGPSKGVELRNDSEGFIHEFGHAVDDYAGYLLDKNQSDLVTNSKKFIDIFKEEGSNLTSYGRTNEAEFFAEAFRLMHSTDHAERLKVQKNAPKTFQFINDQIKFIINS
PfHsp40 rescue: compounds rescuing yeast from Plasmodium falciparum HSP40 toxicity; growth rescue, % at 12.5 µM; S. cerevisiae expressing PfHsp40, growth rescue, ATP luminescence; 340,000 tested, 0.68% active; in the data active = growth rescue above about 28%, passing the limit was not always enough; inconclusive = no clear call, values can overlap the other calls;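 also: yeast W303a lacking pdr1 and pdr3 grown in galactose medium; growth measured after three days at 30 °C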
DUSP3 inh: inhibitors of human VHR1 phosphatase (DUSP3); P51452; recombinant VHR phosphatase, pNPP absorbance; inhibition, % at 13.3 µM; 290,000 tested, 0.52% active; AID 1654; in the data active = inhibition above about 50%; also: some compounds called inactive have numbers as strong as hits
Target sequence (P51452 whole entry, looked up): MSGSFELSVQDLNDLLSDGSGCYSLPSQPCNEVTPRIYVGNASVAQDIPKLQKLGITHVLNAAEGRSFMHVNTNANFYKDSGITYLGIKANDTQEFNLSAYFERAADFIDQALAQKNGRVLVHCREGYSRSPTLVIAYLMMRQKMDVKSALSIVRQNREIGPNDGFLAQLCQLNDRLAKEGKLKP
Y pestis TopoI: blocks Yersinia pestis topoisomerase I activity. Y. pestis Topo-I cleavage product accumulation, plate reader. activity, % at 10 µM. 360,000 tested, 0.064% active; in the data active = activity above about 50%, passing the limit was not always enough; inconclusive = no clear call, values can overlap the other calls; also: inactives centre near 2
3CLpro inhibitor: SARS-CoV 3CLpro protease inhibition; recombinant SARS-CoV 3CLpro, quenched FRET peptide cleavage; 290,000 tested, 0.14% active; AID 1706; P0C6X7; inhibition, % at 6 µM; in the data active = inhibition above about 12%
BoNT A protease: inhibitors of Botulinum neurotoxin A light chain protease; 360,000 tested, 0.17% active; multiplex microsphere protease substrate cleavage, flow cytometry; inhibition, % at 10 µM; AID 588499; also: plate controls were buffer without enzyme for full effect and enzyme alone for no effect
PriA SSB inh: blocks PriA binding to SSB C-terminal tail. AlphaScreen SSBct-PriA binding, biotinylated peptide. 430,000 tested, 0.6% active. inhibition, % at 33 µM; in the data active = inhibition mostly above about 37%, no sharp cut-off; inactive = mostly below about 20%;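 also: plate controls were negative control peptide for no effect and reference peptide for full effect; strong numbers were not always called active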
* hit, by the source's call; i = inactive; u = inconclusive; x = no result given; & = joins results of further samples. Rule as the data show it, unless noted: active = inhibition above about 30%; inconclusive = no clear call, values can overlap the other calls; inactive = below that. This is a subset; rates above refer to the full screens.

Order of values: TcdB inh	CCHFV vOTU inh	BH1578 lux ind	Anthrax LF inh2	PfHsp40 rescue	DUSP3 inh	Y pestis TopoI	3CLpro inhibitor	BoNT A protease	PriA SSB inh
- CCc1nnc(NC(=O)CCN2C(=O)CCC2=O)s1
→ 1.4	-0.8	-3.5	-0.8	0.5	-2.3	6.6	3.7	0.2	1.1
- O=C(NC1CCCCC1)C1CCC(=O)N(Cc2cccc(C(F)(F)F)c2)C1 (stereo unspecified)
→ -3.6	-2.1	i	-2.6	-0.3	32.2	-0.8	-2.7	-4.8	-6.0
- COc1ccc(-n2nc(C(=O)Nc3cc(OC)c(OC)c(OC)c3)c3ccccc3c2=O)c(OC)c1
→ 1.1	-1.2	i	-1.2	-0.2	-1.8	7.0	0.2	-0.1	11.3
- CCOC(=O)N1CCN(C(=O)COc2ccc(Br)cc2Cl)CC1
→ x	9.7	i	-1.0	0.6	-4.4	23.4	0.4	u	-13.1
- CCOC(=O)C(NC(=O)c1ccccc1)(OCc1ccccc1)C(F)(F)F (stereo unspecified)
→ 2.0	-7.0	-0.1	-0.1	2.7	-10.0	5.0	4.7	-0.2	-11.7
- CCC(C)(C)NC(=O)C(NS(=O)(=O)c1cccs1)c1ccccc1 (stereo unspecified)
→ 0.8	-3.2	-0.8	9.8	2.1	-23.8	-2.4	0.7	-1.1	-11.7
- CCCCn1c(N)c(N(CC)C(=O)c2ccc(N(C)S(=O)(=O)c3ccc(C)cc3)cc2)c(=O)[nH]c1=O
→ 1.6	2.0	-2.8	-3.4	-0.2	x	2.1	x	2.6	9.4
- COc1ccc(CNC(=O)CSc2nnnn2C)cc1OC
→ -1.1	12.6	-0.5	-9.2	-0.1	22.3	-11.7	-2.1	-1.0	-5.6
- COc1ccc(-n2c(COc3ccc(C)cc3)nnc2SCC(=O)O)cc1
→ -1.0	-5.4	0.0	-6.6	2.6	-11.2	11.6	-3.5	-1.8	-4.6
- C/C(=N\NC(=O)Cc1ccc(O)cc1)c1cccnc1
→ 0.3	-14.4	0.4	6.9	0.0	40.4	-3.5	-1.4	0.6	x
- CCCCN(CCCNC(=O)Cn1nc(CC)n2c(cc3sc(C)cc32)c1=O)Cc1ccccc1
→ 0.2	19.3	i	-2.5	-1.1	-3.0	23.9	0.5	-0.5	-31.9
- COCCn1c(-c2ccccc2)nc2oc3cc(OC)ccc3c(=O)c2c1=O
→ x	10.8	-0.2	-3.6	0.6	44.7	0.7	-0.5	-0.1	-11.4
- CC(=O)Nc1cccc(C)c1
→ -0.2	-6.2	-0.4	-6.0	-0.3	x	-2.6	x	0.0	-4.0
- CCOc1cc(C2C(C(=O)OC)=C(C)N=C3SCCC(=O)N32)ccc1OC(C)=O (stereo unspecified)
→ x	10.9	x	5.9	2.2	31.6	0.8	-3.0	0.1	3.5
- CCS(=O)(=O)c1ccc(N)cc1
→ 1.0	-9.3	-0.3	2.2	-0.9	11.1	-9.4	-4.7	-0.5	-4.7
- C[n+]1cccc(C(=O)Nc2ccccc2)c1
→ -1.0	3.9	1.4	1.2	0.4	69.8	-3.1	-5.8	-3.5	-1.0
- O=C(Nc1cccnc1)Nc1cccc([N+](=O)[O-])c1
→ 1.2	7.8	i	5.1	-0.7	-22.9	-2.1	-2.6	0.3	-9.7
- CC(C)CNC(=O)COc1cccc(C(=O)NCc2ccccc2)c1
→ 0.8	-4.2	-0.5	-2.1	1.0	0.1	-1.2	-4.4	0.2	4.2
- CC(C)CNC(=O)c1ccccc1NC(=O)c1ccc(CN2CCOCC2)cc1
→ 0.4	-11.0	i	-0.6	-1.2	-4.1	-3.4	0.1	0.3	2.5
- C/C(=N\NC(=O)c1cccc(S(=O)(=O)N2CCCC2)c1)c1ccccc1F
→ 1.3	-1.9	-0.3	-0.1	1.0	x	-3.3	x	-1.5	x

Not a retest: entries from further up.
Order of values: TcdB inh	CCHFV vOTU inh	BH1578 lux ind	Anthrax LF inh2	PfHsp40 rescue	DUSP3 inh	Y pestis TopoI	3CLpro inhibitor	BoNT A protease	PriA SSB inh
- C/C(=N\NC(=O)Cc1ccc(O)cc1)c1cccnc1
→ 0.3	-14.4	0.4	6.9	0.0	40.4	-3.5	-1.4	0.6	x
- CCCCN(CCCNC(=O)Cn1nc(CC)n2c(cc3sc(C)cc32)c1=O)Cc1ccccc1
→ 0.2	19.3	i	-2.5	-1.1	-3.0	23.9	0.5	-0.5	-31.9
- COCCn1c(-c2ccccc2)nc2oc3cc(OC)ccc3c(=O)c2c1=O
→ x	10.8	-0.2	-3.6	0.6	44.7	0.7	-0.5	-0.1	-11.4
- CC(=O)Nc1cccc(C)c1
→ -0.2	-6.2	-0.4	-6.0	-0.3	x	-2.6	x	0.0	-4.0
- CCOc1cc(C2C(C(=O)OC)=C(C)N=C3SCCC(=O)N32)ccc1OC(C)=O (stereo unspecified)
→ x	10.9	x	5.9	2.2	31.6	0.8	-3.0	0.1	3.5
- CCS(=O)(=O)c1ccc(N)cc1
→ 1.0	-9.3	-0.3	2.2	-0.9	11.1	-9.4	-4.7	-0.5	-4.7
- C[n+]1cccc(C(=O)Nc2ccccc2)c1
→ -1.0	3.9	1.4	1.2	0.4	69.8	-3.1	-5.8	-3.5	-1.0
- O=C(Nc1cccnc1)Nc1cccc([N+](=O)[O-])c1
→ 1.2	7.8	i	5.1	-0.7	-22.9	-2.1	-2.6	0.3	-9.7
- CC(C)CNC(=O)COc1cccc(C(=O)NCc2ccccc2)c1
→ 0.8	-4.2	-0.5	-2.1	1.0	0.1	-1.2	-4.4	0.2	4.2

Next section.
Order of values: TcdB inh	CCHFV vOTU inh	BH1578 lux ind	Anthrax LF inh2	PfHsp40 rescue	DUSP3 inh	Y pestis TopoI	3CLpro inhibitor	BoNT A protease	PriA SSB inh
- CCNC(=O)c1cc2c(c(-c3cccc(-c4ccccc4F)c3)n1)[C@@H](CCO)N(C(=O)CC)C2
→ -1.7&0.3	9.9	x	-3.7	x	x	x	x	-0.5	x
- Cc1cc(C(=O)CSc2ncn[nH]2)c(C)n1-c1cccc(S(=O)(=O)N2CCOCC2)c1
→ x	3.4	-0.2	1.1	1.3	1.9	0.7	1.6	0.0	20.3
- Cc1ccccc1NC(=S)N1CCN(c2ccccc2Cl)CC1
→ 0.0	-9.8	0.7	-4.2	-0.2	20.4	-5.2	-1.7	-0.7	0.9
- CC(=O)Nc1ccc(C(=O)CN2C(=O)NC3(CCCCCC3)C2=O)c(F)c1
→ 0.1	-4.5	-2.0	0.1	0.4	x	-5.0	x	-0.1	-9.0
- COCCNC(=O)CCn1nc(-c2ccc(Cl)cc2)c2ccccc2c1=O
→ x	x	-0.4	-4.1	0.3	x	-2.7	1.6	-1.3	-9.8
- O=C(c1ccccc1F)N1CCN(Cc2cccc(Cl)c2)CC1
→ x	5.6	-0.4	0.7	0.4	11.8	9.1	0.3	0.4	10.8
- COC(=O)c1sccc1NC(=O)Nc1cc(C)cc(C)c1
→ 1.8	3.8	i	-1.1	2.2	7.4	-20.6	0.0	-2.5	-3.7
- CCOC(=O)C1CCCCN1Cc1cccc(OCc2ccccc2)c1 (stereo unspecified)
→ 1.0	-1.6	i	1.4	-1.4	4.9	37.2	1.2	-4.5	-56.9
- CCOc1ccc(N(Cc2cc3cc(OC)ccc3[nH]c2=O)C(=O)C2CCCO2)cc1 (stereo unspecified)
→ x	-16.8	1.0	2.7	0.9	8.2	14.4	-3.0	0.5	-7.8
- Cc1cc(C)c(NC(=O)NC(=O)C(Cl)(Cl)Cl)c(C)c1
→ x	-0.1	6.2	-2.3	0.9	1.1	-0.7	4.2	-0.7	1.3
- COc1ccc(S(=O)(=O)N2CCCCC2)cc1C(C)C
→ x	3.0	-0.7	-1.0	0.0	-18.0	15.8	-7.5	0.0	-30.2
- Clc1cc(Cl)cc(Nc2ncnc(-n3cccc3)n2)c1
→ 2.1	-3.2	i	2.6	0.7	8.7	-3.9	3.3	0.2	-4.4
- Cc1ccc(Cc2c(-c3ccc(F)cc3)nc3c(Cl)cc(C(F)(F)F)cn23)cc1
→ 0.3	14.9	x	-4.6	x	x	x	x	0.2	x
- COc1ccc(N2C(=O)CC(N3CCN(S(=O)(=O)c4cc(C)ccc4C)CC3)C2=O)cc1 (stereo unspecified)
→ 0.1	5.0	-0.3	-1.6	0.9	21.7	30.4	0.2	-0.4	-15.9
- O=C(Cn1nnc(-c2ccc(NC(=O)c3ccccc3F)cc2)n1)NCc1ccc(F)cc1
→ 0.3	9.3	i	-10.6	-0.8	35.0	4.4	4.5	-1.0	-2.6
- COc1ccc(CN2C(=O)c3ccccc3C2c2nnnn2-c2ccc3c(c2)OCCO3)cc1 (stereo unspecified)
→ 1.5	9.1	x	-3.0	x	x	x	x	-0.2	x
- O=C(CCCOc1ccc(Cl)cc1Cl)NC(Cc1ccccc1)C(=O)O (stereo unspecified)
→ -0.9	8.1	1.2	3.4	4.2	x	19.2	x	-0.2	-6.9
- O=S(=O)(Cc1ccc(Cl)cc1)c1ccccc1-c1nnc(-c2ccc(Cl)cc2)o1
→ x	-3.8	0.2	-2.2	0.7	15.7	7.9	2.5	-0.3	-0.7
- c1ccc(-c2nc(NCCCN3CCOCC3)c3ccccc3n2)cc1
→ x	4.6	i	-2.8	0.6	6.1	-2.5	1.8	1.0	-14.4
- CCN(CC)CCn1c2c(c(SCC(=O)Nc3cccc4ccccc34)nc1=O)CCCC2
→ 1.1	-11.5	6.2	x	1.5	x	10.5	x	x	-8.8
- O=C1C=C(C2CCCCC2)C(=O)c2ccccc21
→ -2.6	21.4	-2.0	-1.1	-0.9	x	1.0	x	0.3	30.4
- CCC(C)[C@H](NC(=O)[C@@H]1Cc2ccccc2CN1)C(=O)NCc1ccc(OC)cc1 (stereo partly specified)
→ 2.0	-0.5	-0.5	-0.2	-0.2	41.0	5.4	0.2	0.1	-4.1
- O=C(NCC1CC1)C1Cc2c(-c3ccccc3Oc3ccccc3)ccnc2O1 (stereo unspecified)
→ 2.2	6.0	-1.0	4.3	x	x	31.2	x	0.4	x
- O=S(=O)(Nc1cc(C(F)(F)F)ccc1N1CCOCC1)c1ccc2ccccc2c1
→ x	3.6	1.6	-9.9	-0.2	1.5	-12.1	-1.9	-2.4	-14.3
- COc1cccc(/C=N/NC(=O)c2nnn(-c3nonc3N)c2-c2cccs2)c1
→ 1.1	2.4	0.6	2.1	-0.3	5.3	-6.7	3.3	-1.0	x
- Cc1c(Cl)cccc1NC(=O)COC(=O)CN1C(=O)NC(C)(C)C1=O
→ 0.5	2.2	-0.4	-7.1	-1.0	15.2	2.4	2.5	-0.3	8.0
- OCc1ccccc1-c1nc(NCC2CC2)nc2ccsc12
→ 1.3	-111.7	-0.2	-5.5	x	x	7.5	x	0.3	x
- COc1ccc(N(CC(=O)NCCSC(C)(C)C)S(C)(=O)=O)c(OC)c1
→ 0.2	-4.4	i	-2.0	-0.1	44.5	8.0	9.1	0.3	4.0
- CC1CC(CCC(=O)NC(=S)Nc2ccc(Cl)cn2)C(=O)O1 (stereo unspecified)
→ 0.9	-8.0	-0.3	0.9	0.8	5.1	1.0	-3.5	-0.4	-0.4
- COc1cc(NS(C)(=O)=O)c(OC)cc1NC(=O)c1ccccc1
→ x	-8.8	x	-3.7	-0.1	16.9	1.8	-0.7	-0.1	-15.0
- C[C@@H]1CN([C@@H](C)CO)C(=O)CCCn2nncc2CO[C@H]1CN(C)C(=O)Nc1ccc(C(F)(F)F)cc1
→ 1.0&1.3	-0.8	i	-6.1	x	x	2.8	x	-0.1	x
- CCCN(CCC)CCN1C(=O)C2C(C(=O)Nc3cccc(SC)c3)C3C=CC2(O3)C1C(=O)NC1CCCCC1 (stereo unspecified)
→ 1.3	-3.0	-0.2	4.4	-0.3	29.8	-2.5	-3.2	3.7	-16.5
